# Anesthetic bind = candidate novel general anesthetic via apoferritin binding; P02791; apoferritin/1-aminoanthracene competitive binding, fluorescence; Potency, µM (titrated, usually from 77.5 µM), without a hit: top-dose activity change, negative = displacement, usual class: inhibitors; hit rate 0.074% among 350,000; further: potency means the concentration at half of the fitted maximal effect; on the % scale 0 is the no-effect control and ±100 the full control effect; nearly all actives have a fitted effect of over 20% in size
# Target sequence (P02791 2-175 limits assumed): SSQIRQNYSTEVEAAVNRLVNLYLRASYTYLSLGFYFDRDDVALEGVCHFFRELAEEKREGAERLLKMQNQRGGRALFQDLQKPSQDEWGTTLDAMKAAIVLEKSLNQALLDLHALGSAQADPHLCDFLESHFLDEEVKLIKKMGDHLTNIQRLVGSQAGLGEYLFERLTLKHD
#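 Probe: 1-aminoanthracene (50% saturated, PBS). Protein: horse-spleen apoferritin, 10 uM. Incubation: 10 min, room temperature. Detection: 380 nm excitation, 535 nm emission. Analysis: normalized response, four-parameter Hill.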
# LDHA block = blocks human lactate dehydrogenase A; hit rate 0.15% among 480,000; activity change, % (values are at about 110 or 230 µM); purified LDHA, NADH/diaphorase-resazurin fluorescence; active compounds read low; P00338; AID 1347041; in the data active means activity change below about -30%; inconclusive means mostly about -25% to -30%;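 further: plate controls were DMSO wells for no effect and wells without enzyme for full effect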
#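 Enzyme activity of human lactate dehydrogenase 5 (2 nM; 0.06 mM NADH, 0.2 mM pyruvate, 5 min, RT) is measured via a resazurin/diaphorase fluorescence readout of residual NADH.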
# POLI inh = DNA polymerase iota (human) inhibition. Q9UNA4. Pol iota fluorescent replication assay, 10 min. Potency, µM (doses to about 115 µM), for the others: at the highest dose activity, negative = inhibition, hits mostly inhibitors. hit rate 1% among 390,000; further: potency means the concentration at half of the fitted maximal effect
#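 Fluorescent replication assay read twice, at 0 min and 10 min after adding 50 nM (final) substrate. Enzyme (10 nM) and compounds were first incubated 15 min at room temperature; enzyme-free buffer wells were negative controls.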
# Pol eta inh = inhibitors of human DNA polymerase eta | hit rate 1.2% among 390,000 | recombinant Pol eta, fluorescent DNA replication assay | AID 588591 | Q9Y253 | Potency, µM (top dose mostly 114 µM), without a hit: at the top dose activity change, negative = inhibition, actives largely listed as inhibitors; further: potency means the concentration at half of the fitted maximal effect; on the % scale 0 is the no-effect control and ±100 the full control effect
# Target sequence (Q9Y253 whole entry, looked up): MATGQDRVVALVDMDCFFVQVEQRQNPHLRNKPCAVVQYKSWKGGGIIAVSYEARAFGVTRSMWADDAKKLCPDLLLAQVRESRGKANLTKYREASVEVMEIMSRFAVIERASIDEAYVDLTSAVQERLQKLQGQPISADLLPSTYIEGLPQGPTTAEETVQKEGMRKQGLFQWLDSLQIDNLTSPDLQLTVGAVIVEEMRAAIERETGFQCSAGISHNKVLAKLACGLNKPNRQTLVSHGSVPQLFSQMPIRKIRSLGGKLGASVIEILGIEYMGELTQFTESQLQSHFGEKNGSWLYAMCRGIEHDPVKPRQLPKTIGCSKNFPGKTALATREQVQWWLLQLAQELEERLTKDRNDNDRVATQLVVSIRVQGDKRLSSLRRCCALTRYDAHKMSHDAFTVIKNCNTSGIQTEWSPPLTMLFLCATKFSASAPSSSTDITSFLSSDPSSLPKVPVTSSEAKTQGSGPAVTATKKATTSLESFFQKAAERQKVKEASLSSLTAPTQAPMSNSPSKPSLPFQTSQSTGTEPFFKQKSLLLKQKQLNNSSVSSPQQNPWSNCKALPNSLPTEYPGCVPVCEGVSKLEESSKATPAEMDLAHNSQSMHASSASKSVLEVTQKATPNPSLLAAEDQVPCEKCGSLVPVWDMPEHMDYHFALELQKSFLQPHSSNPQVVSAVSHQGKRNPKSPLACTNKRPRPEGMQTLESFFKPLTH
#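 Pol eta (10 nM) was preincubated with compounds for 15 min at room temperature, after which fluorescent replication substrate (50 nM final) was added to start the reaction. Fluorescence was read kinetically at 0 and 10 min.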
# APE1 inh = APE1 (human) endonuclease inhibition | recombinant APE1, TAMRA/BHQ-2 abasic DNA cleavage fluorescence | Potency, µM (doses to about 65.8 µM), inactives show at the top dose activity change, negative = inhibition, most hits filed as inhibitors | hit rate 0.35% among 350,000 | AID 2517;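 further: potency means the concentration at half of the fitted maximal effect; plate controls were vehicle for no effect and reference inhibitor for full effect; nearly all actives have a fitted effect of over 55% in size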
#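 Kinetic fluorescence read (525 ex/598 em nm, three reads 60 s apart) of AP-site incision; signal = third minus first read. Enzyme 0.75 nM, dual-labelled THF duplex 50 nM, compound preincubation 15 min RT.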
# Glioma ERSR ind = inducers of ER stress response in human glioma cells | Potency, µM, for the others: at the top dose activation, hits mostly activators | hit rate 0.02% among 420,000 | U87-MG GRP78 promoter luciferase reporter, 16 h | AID 602332; further: potency means the concentration at half of the fitted maximal effect; series mostly up to about 76 µM; % of control where 0% means no effect; nearly all actives have a fitted effect of over 35% in size
#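 Stably transfected U87-MG human glioma cells carrying a GRP78-based luminescent sensor were seeded at 1000 cells/well, pin-dosed with compounds and incubated 16 h. Luciferase reagent was then added, and end-point luminescence was read after 10 min at room temperature.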
# POLK inh = DNA polymerase kappa (human) inhibition; Q9UBT6; purified Pol kappa, fluorescent DNA synthesis assay, 10 min; Potency, µM (highest dose often 107 µM), inactives show at the top dose activity, negative = inhibition, usual class: inhibitors; hit rate 0.53% among 400,000; AID 588579; further: potency means the concentration at half of the fitted maximal effect; on the % scale 0 is the no-effect control and ±100 the full control effect
#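 Activity was followed as the change in fluorescence between reads at 0 and 10 min after starting the reaction with 50 nM substrate. Beforehand, 10 nM polymerase had been preincubated with compound for 15 min at room temperature.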
# Pol beta inh = blocks human DNA polymerase beta activity; P06746; Pol beta primer extension/strand displacement, fluorescence kinetic; Potency, µM (series often up to 114 µM), for the others: at the highest dose activity change, negative = inhibition, most hits filed as inhibitors; hit rate 1.3% among 340,000; further: potency means the concentration at half of the fitted maximal effect; on the % scale 0 is the no-effect control and ±100 the full control effect
#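 Curves were derived by four-parameter Hill fits of normalized qHTS data. The kinetic fluorescent primer-extension read was taken at 0 and 10 min after 50 nM substrate, following a 15 min room-temperature preincubation of 10 nM enzyme with compounds.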
# BLM inh = Bloom syndrome helicase (human) inhibition. P54132. recombinant BLM DNA unwinding, fluorescence dequenching. Potency, µM (highest dose often 56.1 µM), inactives show at the highest dose activity change, negative = inhibition, usual class: inhibitors. hit rate 0.2% among 350,000;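 further: potency means the concentration at half of the fitted maximal effect; plate controls were vehicle for no effect and no enzyme for full effect; nearly all actives have a fitted effect of over 35% in size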
# Active calls of the source: *; ? = inconclusive; / = no result given; & = joins results of further samples; [ ] = dose if it differs, or a comment. Unless noted, the call rests on the fitted dose curve; in most records, active means well fitted curve in the direction sought with a large enough effect; inconclusive means small, poorly fitted or top-dose-only effect, or another doubt; inactive means no such curve, though single readings can be large; an effect the other way counts as inactive or inconclusive. These rows are one share of the data; the hit share may differ from the screen's.
SMILES,Anesthetic bind,LDHA block,POLI inh,Pol eta inh,APE1 inh,Glioma ERSR ind,POLK inh,Pol beta inh,BLM inh
COC(=O)[C@]1(C)N[C@H](CN(C)C(=O)c2ccccc2)[C@@H]2C(=O)N(Cc3ccccc3)C(=O)[C@@H]21,/,-5,?,-11%,4%,-1%,-12%,/,/
COc1ccc(-c2nc(-c3ccccc3)c(-c3ccc(F)cc3)[nH]2)c(OC)c1C,5%,2,27%,-11%,/,-1%,-4%,-20%,-14%
CC(c1nccs1)N(C)C(=O)CCc1nnc(Cc2c[nH]c3ccccc23)o1 (stereo not given),-13%,-17,32%,-16%,1%,2%,-6%,4%,2%
COc1ccc(OCC(=O)Nc2ccc(Cl)cc2)cc1,-12%,-4,27%,-8%,-1%,8%,-16%,2%,-5%
CC(Oc1ccc(F)cc1)C(=O)Nc1ccc(S(=O)(=O)NC2=NCCCCC2)cc1 (stereo not given),/,-7,-18%,-14%,24%,-3%,2%,/,/
CCCNC(=O)CSc1nnc(-c2ccc(F)cc2)o1,-4%,-5,-25%,13%,-1%,-6%,-4%,5%,0%
O=C(N/N=C/c1cccnc1)C1CC1(c1ccccc1)c1ccccc1 (stereo not given),?,-8,10%,3%,3%,-4%,-8%,-13%,-2%
COc1ccc(CC(=O)NCCc2csc(-c3cccc(F)c3)n2)cc1OC,-8%,-3,13%,-23%,/,-3%,-12%[60.1 µM],8%,3%
C=C(C)n1c(=O)[nH]c2ccccc21,-8%,-2,20%,6%,11%,-3%,0%,11%,-2%
CCOC(=O)Cn1c(=O)oc2cc(S(=O)(=O)NC3CCCCC3)ccc21,-18%,-6,-10%,1%,15%,-4%,-13%,15%,1%
CCc1nnc(NC(=O)CSc2ncnc3c2cnn3-c2ccc(OC)cc2)s1,-6%,4,?,-5%,-8%,1%,-4%,0%,-5%
Cc1ccc(/C=C/C(=O)O)cc1S(=O)(=O)NCc1ccco1,-1%,-7,20%,-23%,?,-4%,-5%,?,-11%
Nc1ccc[n+](CC(=O)c2ccc(F)cc2)c1,/,5,48%[activator],/,/,-11%,-2%,/,/
CC(=O)Nc1ccc(S(=O)(=O)C(C#N)c2nc3ccccc3nc2NCCCO)cc1 (stereo not given),231%[activator],-5,90%[activator],-17%,6%,-3%,2%,47%[activator],-1%
C=CCC1(N(C(C)=O)c2ccccc2C)CCCCC1,-15%,-4,43%[activator],-19%,10%,-4%,-13%,13%,-8%
CCCCCC(=O)N(O)C1CC(=O)N(c2ccccc2)C1=O (stereo not given),-11%,-3,?,-5%,-4%,-17%,7%,33%,-3%
OC(CNC1CCCCC1)CNC1CCCCC1,-5%,-1,12%,-10%,14%,1%,-4%,1%,-5%
COc1ccccc1CNC(=O)c1cccc(Nc2nc3ccccc3n3nnnc23)c1,80%[activator],-1,-6%,-20%,/,-2%,15%,22%,-1%
c1ccc2c(c1)ncn2CCOCCOCCn1cnc2ccccc21,-12%,-3,14%,-11%,-8%,-3%,-10%,22%,4%
Cc1ccc2c(c1)C(c1ccc(F)cc1)N(C(=O)c1ccc(S(=O)(=O)N(C)C)cc1)CC(=O)N2 (stereo not given),-7%,-4,-2%,3%,8%,0%,8%,29%,-4%
O=C(Nc1cc(F)ccc1F)c1cccc(-n2cnnn2)c1,/,-14,46%[activator],0%,-6%,-1%,11%,/,/
CCc1ccc2[nH]c(C(=O)Nc3ccc(C)c(F)c3)cc2c1,1%,-2,-29%,-5%,-5%,5%,0%,33%,-3%
CC(C)C1Nc2ccc(C(=O)NCCCN3CCOCC3)cc2NC1=O (stereo not given),-5%,-10,129%[activator],-14%,-2%,4%,-7%,29%,-1%
NCc1ccc(-c2nc3ccccc3o2)cc1,-8%,/,/,/,3%,/,/,21%,5%
COCCNC(=S)NN(c1ccccc1)c1ccccc1,-11%,-11,49%[activator],8%,8%,0%,4%,14%,-6%
Cc1cc(C)cc(NC(=O)CSc2nnc(-c3ccc(S(=O)(=O)N4CCCC4)cc3)o2)c1,?,-1,-3%[58.9 µM],3%,-4%,0%,-3%,-2%,-3%
O=C(COC(=O)c1cc(S(=O)(=O)N2CCOCC2)ccc1O)Nc1ccc2c(c1)OCO2,/,-14,-2%,-20%,14%,-3%,-12%,/,/
O=C(Nc1ccc2nc(SCC(=O)N3CCc4ccccc43)sc2c1)c1cccc(F)c1,-3%,-2,17%,-8%,/,3%,-19%,2%,-4%
CCN(CC)C(=O)CSc1nnc(-c2ccccn2)n1Cc1ccccc1,4%,-4,44%[activator],-14%,3%,7%,-17%,-22%,-3%
Cc1cc(Cl)c(S(=O)(=O)N2CCCCCC2)cc1OCC(N)=O,-7%,-10,-6%,-14%,0%,-6%,-2%,5%,-4%
CCOC(=O)N1CCC(N2Cc3cccc(C(=O)O)c3C2=O)CC1,5%,-1,0%,-13%,1%,-1%,-7%,0%,0%
C/C(=N\NC(=O)c1ccccn1)c1ccc(C(=O)O)s1,-4%,/,/,/,8%,/,/,?,7%
COc1cc(S(=O)(=O)N2CCOCC2)ccc1NC(=O)COC(=O)c1ccc(Cl)nc1,/,-8,8%,-18%,22%,0%,-6%,/,/
O=C(NCC1CCCO1)C1CCCN(S(=O)(=O)c2ccc(Br)cc2)C1 (stereo not given),-3%,0,42%[activator],-18%,-1%,-3%,2%,3%,-5%
Cc1ccc(C(=O)OCC(=O)Nc2ccc(C(N)=O)cc2)s1,/,-2,-16%,-7%,-6%,2%,5%,/,/
COC(=O)c1ccc(NC(=O)CN2CCN(CCO)CC2)cc1,-6%,-3,45%[activator],-17%,11%,-2%,9%,15%,2%
NC(=O)c1cc[n+](Cc2ccc([N+](=O)[O-])cc2)cc1,-12%,-5,21%,-12%,-1%,-3%,-13%,2%,-2%
Cc1cccc(NC(=O)C2(c3cccs3)CCOCC2)n1,-8%,-16,17%,-8%,-2%,3%,-17%,11%,-14%
CCOc1ncccc1C(=O)N1CCN(S(=O)(=O)c2ccccc2)CC1,-7%,1,90%[activator],-18%,13%,-5%,-5%,43%,1%
CCN(CC)CCCN1C(=O)C(=O)/C(=C(/O)c2ccccc2)C1c1cc(OC)ccc1OC (stereo not given),-7%,-1,62%[activator],-10%,4%,-2%,1%,4%,-1%
O=P(O)(CP(=O)(c1ccccc1)c1ccccc1)c1ccccc1O,-8%,-8,?,7%,2%,-3%,-3%,23%,3%
Nc1nc(N)nc(-c2ccccc2-c2nc(N)nc(N)n2)n1,11%,0,-17%,-9%,2%,-4%,3%,16%,-3%
CCOC(=O)c1cccc(NC(=O)c2cc(S(=O)(=O)N3CCCC3)cn2C)c1,5%,-13,17%,-26%,/,-2%,2%,5%,0%
Cn1c(NCCN(CCO)CCCc2ccc([N+](=O)[O-])cc2)cc(=O)n(C)c1=O,/,-5,-9%,6%,/,-3%&-3%,4%,/,-4%
COc1ccc(Cc2nnc(NC(=O)Nc3ccccc3)s2)cc1OC,-14%,-2,92%[activator],0%,3%,-6%,-22%,6%,-10%

# Assay outcomes from PubChem BioAssay.
